# High-throughput results as filed in PubChem BioAssay.
# HCMV antiviral: qHTS Assay for inhibitors of the human cytomegalovirus (HCMV); activity change, negative = inhibition, % at 57.5 µM; HFF cells, HCMV-luciferase reporter, 72 h; active compounds read low; AID 1259415, 2018; hit rate 4.5% among 410,000; in the data active = activity change below about -60%; inconclusive = no clear call, values can overlap the other calls; inactive = above about -39%
#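 Steps: HFFs plated, 16 h 37C; compounds added; HCMV-luciferase added to MOI 1 PFU/cell; 72 h 37C; OneGlo reagent, 5 min room temperature; luminescence read, normalized to controls.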
# FBPA Giardia inh: qHTS Assay for Inhibitors of Fructose-1,6-bisphosphate Aldolase from Giardia Lamblia | purified Giardia FBPA | A8B2U2 | Potency, µM (top dose mostly 59.6 µM), for the others: at the top dose activity, negative = inhibition, most hits filed as inhibitors | hit rate 0.71% among 290,000; also: potency is read from the fitted curve at half-maximal effect; nearly all actives have a fitted effect of over 55% in size
# Target sequence (A8B2U2 whole entry, looked up): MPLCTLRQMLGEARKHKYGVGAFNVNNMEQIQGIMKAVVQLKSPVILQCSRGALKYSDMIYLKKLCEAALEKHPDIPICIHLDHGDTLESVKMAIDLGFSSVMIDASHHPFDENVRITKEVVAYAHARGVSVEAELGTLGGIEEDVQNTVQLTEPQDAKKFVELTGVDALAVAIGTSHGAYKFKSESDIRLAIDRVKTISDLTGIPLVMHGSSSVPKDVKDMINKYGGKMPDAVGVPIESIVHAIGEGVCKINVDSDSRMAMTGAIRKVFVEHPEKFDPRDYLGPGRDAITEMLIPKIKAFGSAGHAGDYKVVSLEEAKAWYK
#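 40 nM FBPA preincubated 10 min at RT with compound (up to 57.5 uM final), then substrate plus GAPDH/TPI/NAD/arsenate coupling and diaphorase/resazurin added. Fluorescence read after 20 min at RT, 525/598 nm.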
# AmpC inh detg: qHTS Inhibitors of AmpC Beta-Lactamase (assay with detergent); AmpC hydrolysis of nitrocefin, absorbance 480 nm, 0.01% Triton; Potency, µM (highest dose often 114 µM), for inactives: at the top dose activity change, negative = inhibition, usual class: inhibitors; hit rate 0.041% among 370,000;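 also: potency is read from the fitted curve at half-maximal effect; 0% = no-compound wells and -100% = no-enzyme wells; nearly all actives have a fitted effect of over 25% in size; some results filed as inactive show a strong effect at the top dose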
# Target sequence (P00811 whole entry, looked up): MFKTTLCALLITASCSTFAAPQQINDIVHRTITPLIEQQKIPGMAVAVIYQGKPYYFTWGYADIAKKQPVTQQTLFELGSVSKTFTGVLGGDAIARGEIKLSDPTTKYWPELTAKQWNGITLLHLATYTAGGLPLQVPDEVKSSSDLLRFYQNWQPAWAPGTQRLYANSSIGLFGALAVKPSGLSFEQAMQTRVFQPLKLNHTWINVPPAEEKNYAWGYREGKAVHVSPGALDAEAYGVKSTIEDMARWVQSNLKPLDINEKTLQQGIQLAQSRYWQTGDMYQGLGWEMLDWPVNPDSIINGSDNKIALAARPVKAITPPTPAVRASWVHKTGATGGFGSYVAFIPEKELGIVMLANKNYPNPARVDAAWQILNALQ
#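 20 mM phosphate pH 7.0 + 0.01% (detergent screen) or 0.0001% Triton X-100; 5.3 nM AmpC reagent; cpd preinc 15 min RT; nitrocefin (800 uM stock) to start; A480 q20 s × 4 min; Activity was normalised to no-enzyme and no-compound control wells.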
# AmpC no deterg: qHTS Inhibitors of AmpC Beta-Lactamase (assay without detergent). P00811. AmpC nitrocefin hydrolysis, absorbance 480 nm, 0.0001% Triton. Potency, µM (doses to about 57.1 µM), for the others: at the top dose activity change, negative = inhibition, hits mostly inhibitors. hit rate 0.52% among 330,000. AID 485341, 2010;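 also: potency is read from the fitted curve at half-maximal effect; plate controls were no compound for no effect and no enzyme for full effect; nearly all actives have a fitted effect of over 20% in size; some results filed as inactive show a strong effect at the top dose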
#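 AmpC (5.3 nM in the dispensed reagent) in 20 mM phosphate pH 7.0 with 0.01% (detergent screen) or 0.0001% Triton X-100 was preincubated with compounds for 15 min at room temperature. Nitrocefin was then added from an 800 uM solution, and hydrolysis was followed at 480 nm.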
# HCV inhibitor: qHTS Assay for Inhibitors of Hepatitis C Virus (HCV); Huh7.5.1 HCVcc-Cre infection, luciferase reporter, 44 h; Potency, µM (titrated, usually from 41.8 µM), for the others: at the top dose activity change, negative = inhibition, hits mostly inhibitors; hit rate 3.4% among 340,000; AID 651820, 2012; also: potency is read from the fitted curve at half-maximal effect
#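 HCVcc-Cre virus at an moi near 0.5 was added right after compound to cells cultured 4 h from seeding (1,000 cells/well). Luciferase activity was determined 44 h later, 15 min after substrate addition at RT.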
# Sm TGR block: qHTS Assay for the Inhibitors of Schistosoma Mansoni Peroxiredoxins; Schistosoma mansoni thioredoxin glutathione reductase (TGR), Q962Y6; purified TGR, DTNB reduction, TNB absorbance 405 nm; Potency, µM (series often up to 114 µM), for the others: top-dose activity change, negative = inhibition, actives largely listed as inhibitors; hit rate 3% among 360,000; also: potency is read from the fitted curve at half-maximal effect; nearly all actives have a fitted effect of over 60% in size
#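 TGR 20 nM + NADPH 100 uM (dispensed conc.), cpd preinc 15 min RT; start with NADPH (500 uM addition) then DTNB (15 mM addition). Kinetic TNB absorbance, 405 nm filter. Four-parameter Hill fit across titration.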
# * hit, by the source's call; ? = inconclusive; . = not tested or not shown; & = joins results of further samples; [ ] = remark or other dose. Unless noted, calls follow the shape of the dose curve; as a rule, active = well fitted curve in the direction sought with a large enough effect; inconclusive = small, poorly fitted or top-dose-only effect, or another doubt; inactive = no such curve, though single readings can be large; an effect the other way counts as inactive or inconclusive. Unless noted, % is scaled to controls: 0 for no effect and ±100 for the full control effect.
# Values run as follows: HCMV antiviral, FBPA Giardia inh, AmpC inh detg, AmpC no deterg, HCV inhibitor, Sm TGR block
- O=C(N/C=N/OCc1cccc(C(F)(F)F)c1)N1OC[C@@H]2COc3ccc4ccccc4c3[C@@H]21
  -18, -7%, 4%, -17%, -13%, 1%
- COc1ccc(N2CCN(C(CNC(=O)c3ccco3)c3ccco3)CC2)cc1 (configuration not stated)
  -5, ., -16%, ?, -6%[8.37 µM], -2%
- COc1cc(C(=O)c2ccccc2Cl)c([N+](=O)[O-])cc1OC
  8, -5%, -2%, -27%, 3%, 26%
- COCCNC(=S)N1CCN(c2cccc(C)c2C)CC1
  -7, 7%, -8%, 13%, -19%, 2%
- Cc1ccccc1OCC(O)Cn1c2ccccc2c2ccccc21 (configuration not stated)
  18, -10%, 9%, -24%, 7.9µM*, 6%
- Cc1ccc(-c2cc(Cc3cccs3)c(=O)[nH]n2)cc1
  25, 10%, 1%, -36%, -7%, 5%
- C=CCN(CC=C)C(=O)Nc1cc(Cl)ccc1OC
  ?, -4%, 2%, -20%, -19%, 0%
- COCCn1nnnc1C(c1cccs1)N1CCN2CCCC2C1 (configuration not stated)
  3, 3%, 1%, -1%, 8%, 6%
- Cc1ccc(-c2nnn(CC(=O)N(Cc3cccs3)C(C(=O)NCC3CCCO3)c3ccco3)n2)o1 (configuration not stated)
  1, -2%, 6%, 183%[activator], 16%, .
- CCn1c(SCC(=O)c2ccccc2)nnc1-c1cccs1
  3, -13%, 2%, 3%, 4%, 1%
- N#Cc1nc(COc2cccc(Cl)c2)oc1NCc1ccco1
  -26, -7%, -13%, -20%, -1%, -25%
- CCCC(C(=O)NC1CCCCC1)N(Cc1ccco1)C(=O)CNS(=O)(=O)c1ccccc1 (configuration not stated)
  -4, -7%, ?, -2%, 1%, -13%
- Cc1csc(CNC(=O)C2CCC(=O)N(CCc3cccc(F)c3)C2)n1 (configuration not stated)
  16, ., 6%, -20%, ., 3%
- CC(CCc1ccccc1)NC(=O)CNC(=O)COc1ccccc1 (configuration not stated)
  -19, 3%, 5%, 3%, 27%, 8%
- CCOC(=O)CSc1nnc(Cc2ccccc2)n1Cc1ccco1
  4, -14%, -10%, 6%, 13%, 0%
- COc1ccc(C(=O)NCC(=O)N/N=C/c2ccc([N+](=O)[O-])s2)cc1OC
  -92*, -11%, -8%, -30%, ?, -36%
- Cc1cc(C)cc(C(=O)Nc2nnc(SCC(=O)NCC3CCCO3)s2)c1 (configuration not stated)
  -1, -7%, 2%, 74%[activator], -4%, 4%
- CCc1nc2ccc(C(=O)Nc3nnc(C)s3)cc2nc1CC
  5, 7%, 4%, 0%, ?, 43%[activator]
- COC(=O)c1cnn(-c2nc3c(C)cccc3s2)c1C
  48, 3%, 2%, -14%, 7%, -7%
- CC(C)C[C@H]1CN=C(Nc2ccccc2)N1CC1CCC(C(C)(C)C)CC1 (some centres not stated)
  ., ., 0%, 78%[activator], 11µM*, -3%
- CNC(=S)NNC(=O)c1cccs1
  5, -15%, 7%, -9%, 3%, 13%
- CC(NCCc1ccc(O)cc1)C(O)c1ccc(O)cc1 (configuration not stated)
  24, -8%&0%, -3%, 5%, 30%, 5%
- CCc1ccccc1NC(=O)c1cc2c(Cl)nc3ccccc3c2s1
  -17, ., 18%, ., ., 0%
- COc1cc(/C=N/Nc2nc(=O)[nH]nc2C)cc([N+](=O)[O-])c1O
  -26, 20µM*, 0%, -36%, 0%, -10%
- CC(=O)Nc1ccc(S(=O)(=O)NNC(=O)COc2ccc(C(C)(C)C)cc2)cc1
  4, -1%, -7%, -13%, 7%, 4%
- COc1ccc(S(=O)(=O)Nc2cccc3c2O[C@H](CN(C)C(=O)Nc2ccc4c(c2)OCO4)[C@@H](C)CN([C@H](C)CO)C3=O)cc1
  -5, ., ., 196%[activator], 2%, .
- O=C(O)CNC(=S)N(Cc1ccccc1)Cc1cccs1
  ?, 22%, -11%, -4%, 10%, 9%
- CCCCn1cc(S(=O)(=O)c2ccc(OC)cc2)c(=O)c2cc(F)c(N3CCCC3)cc21
  -11, ., 15%, ., ., 3%
- Cc1ccccc1Cn1c(SCc2ccc(C(=O)NC3CCCC3)cc2)nc2ccncc21
  8, ., 16%, ., ., 11%
- COc1ccc(Cl)cc1S(=O)(=O)N(C)CC(=O)N1CCOCC1
  -39, 4%, -2%, -15%, 23%, 8%

# Profiles from above:
# CC(NCCc1ccc(O)cc1)C(O)c1ccc(O)cc1 (configuration not stated) is listed as HCMV antiviral: 24; FBPA Giardia inh: -8%&0%; AmpC inh detg: -3%; AmpC no deterg: 5%; HCV inhibitor: 30%; Sm TGR block: 5%
# Cc1ccccc1Cn1c(SCc2ccc(C(=O)NC3CCCC3)cc2)nc2ccncc21 is listed as HCMV antiviral: 8; FBPA Giardia inh: .; AmpC inh detg: 16%; AmpC no deterg: .; HCV inhibitor: .; Sm TGR block: 11%

# The list continues:
# Values run as follows: HCMV antiviral, FBPA Giardia inh, AmpC inh detg, AmpC no deterg, HCV inhibitor, Sm TGR block
- COC(=O)Cc1c(C)c2ccc(OCC(=O)NC3CCS(=O)(=O)C3)cc2oc1=O (configuration not stated)
  -12, 0%, -5%, -6%, 6%, 1%
- NC(=O)N1CCN(C(=O)c2ccco2)CC1
  18, 0%, 5%, -8%, 6%, ?
- COc1cc(C(=O)N(Cc2cc3cc(C)ccc3[nH]c2=O)CC2CCCO2)cc(OC)c1OC (configuration not stated)
  56, -2%, -16%, -2%, 5%, -11%
- O=C(NN=C1CCCCCC1)c1c[nH]c2ccccc12
  -12, 2%, -12%, -26%, 11%, -6%
- O=c1c2ccccc2n2nnnc2n1-c1ccccc1
  -34, -4%, -3%, ., 4%, 2%
- CCNc1nc(Oc2ccc(=O)n(-c3ccccc3)n2)nc(N(C)C)n1
  30&-31, ., 19%&-14%, 22%, 1%, 6%&4%
- O=C(NCCO)C(=O)NCC1CCCN1S(=O)(=O)c1cccs1 (configuration not stated)
  -10, ., ?, 65%[activator], 27%, -5%
- Cc1nn(Cc2ccccc2)c(N)c1C#N
  24, 3%, -17%, -22%, -2%, -1%
- CC(=O)Nc1ccc(NC(=O)c2c(-c3ccccc3)noc2C)cc1
  -4, ., -2%, ., ., -4%
- Cc1cc(C)c2c(CC(=O)Nc3nnc(CC(C)C)s3)coc2c1
  7, ., 9%, ., ., -2%
- CC(=O)N(Cc1cccnc1)c1cccc(-c2nc3ccccc3s2)c1
  -37, 7%, 1%, 146%[activator], ?, 0%
- CC(C)(C)C1=Nn2c(nnc2-c2ccco2)SC1
  -33, 0%, 2%, -2%, -2%, 18%[11.4 µM]
- O=C(N=C1SCC(=O)N1c1ccccc1Cl)c1ccccc1
  4, -5%, -2%, -47%, -18%, 7%
- CCOC(=O)c1sc2cc([N+](=O)[O-])cc(SCC(C)C)c2c1N
  -2, 1%, -8%, -9%, 1%, -5%
- O=C(Nc1cccc(C(F)(F)F)c1)c1cccnn1
  -29, -4%, -9%, 0%, 2%, 89µM*
- CCOC(=O)c1c(NC(=O)c2cccs2)sc(CC)c1-c1cccs1
  -34, 3%, 1%, -20%, ., -1%
- CCC(C)(C)NC(=O)C(OC(=O)c1cc2sccc2n1C)c1ccc(OC)cc1 (configuration not stated)
  -11, 2%, -13%, -16%, 6%, -1%
- CCCCCCn1c(N2CCC(C(N)=O)CC2)nc2c1c(=O)[nH]c(=O)n2C
  25, 1%, -14%, -12%, 15%, 4%
- N#CC1=C(O)CCCn2c1nc1ccccc1c2=O
  12, -9%, -14%, -11%, 15%, 0%
- Cc1ccc(OCC2Cn3c(nc4c3c(=O)[nH]c(=O)n4C)O2)cc1C (configuration not stated)
  27, -1%, -14%, -7%, -13%, 7%

# Part of the list above in order of number of heavy atoms, lowest first:
# Values run as follows: HCMV antiviral, FBPA Giardia inh, AmpC inh detg, AmpC no deterg, HCV inhibitor, Sm TGR block
- Cc1nn(Cc2ccccc2)c(N)c1C#N
  24, 3%, -17%, -22%, -2%, -1%
- CC(C)(C)C1=Nn2c(nnc2-c2ccco2)SC1
  -33, 0%, 2%, -2%, -2%, 18%[11.4 µM]
- O=C(Nc1cccc(C(F)(F)F)c1)c1cccnn1
  -29, -4%, -9%, 0%, 2%, 89µM*
- O=c1c2ccccc2n2nnnc2n1-c1ccccc1
  -34, -4%, -3%, ., 4%, 2%
- O=C(N=C1SCC(=O)N1c1ccccc1Cl)c1ccccc1
  4, -5%, -2%, -47%, -18%, 7%
- O=C(NCCO)C(=O)NCC1CCCN1S(=O)(=O)c1cccs1 (configuration not stated)
  -10, ., ?, 65%[activator], 27%, -5%
- Cc1cc(C)c2c(CC(=O)Nc3nnc(CC(C)C)s3)coc2c1
  7, ., 9%, ., ., -2%
- CC(=O)Nc1ccc(NC(=O)c2c(-c3ccccc3)noc2C)cc1
  -4, ., -2%, ., ., -4%
- CCNc1nc(Oc2ccc(=O)n(-c3ccccc3)n2)nc(N(C)C)n1
  30&-31, ., 19%&-14%, 22%, 1%, 6%&4%
- CCCCCCn1c(N2CCC(C(N)=O)CC2)nc2c1c(=O)[nH]c(=O)n2C
  25, 1%, -14%, -12%, 15%, 4%
- CCC(C)(C)NC(=O)C(OC(=O)c1cc2sccc2n1C)c1ccc(OC)cc1 (configuration not stated)
  -11, 2%, -13%, -16%, 6%, -1%
- COc1cc(C(=O)N(Cc2cc3cc(C)ccc3[nH]c2=O)CC2CCCO2)cc(OC)c1OC (configuration not stated)
  56, -2%, -16%, -2%, 5%, -11%

# Next part:
# Values run as follows: HCMV antiviral, FBPA Giardia inh, AmpC inh detg, AmpC no deterg, HCV inhibitor, Sm TGR block
- CN1C(=O)CC2(CC(=O)N(Cc3ccccc3)C2)C1=O (configuration not stated)
  20, 6%, -1%, -19%, 19%, 8%
- CC(OC(=O)Cc1coc2ccc3ccccc3c12)C(=O)Nc1ncc(Cl)cc1Cl (configuration not stated)
  23, -5%, -13%, -25%, -4%, 2%
- CCCCSC(=O)Nc1ccccc1
  ?, -4%, -13%, -17%, 15%, ?
- CCCCNC(=S)NNC(=O)c1cccnc1
  69, -9%, -1%, -35%, -4%, -8%
- Cc1c(NC(=O)C2(c3ccccc3)CCOCC2)c(=O)n(-c2ccccc2)n1C
  2, 0%, 1%, ?, 20%, 1%
- CCCC(=O)Nc1ccc(NC(=O)CCc2ccccc2)cn1
  2, -1%, ?, -35%, 5%, 4%
